D1 ag: Allosteric Agonists of the Human D1 Dopamine Receptor: qHTS; AID 504660, 2011; hit rate 1% among 360,000; D(1A) dopamine receptor (Homo sapiens), P21728; activation, % at 2 µM; HEK293 T-REx D1 cells, calcium flux, agonist mode; in the data active = activation above about 30%; also: 0% is about no effect
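Agonism was scored from calcium flux recorded over 180 s (1 read/s) after pintool compound addition, following a 10-cycle baseline. Cells were inducible force-coupled HEK293 TREx D1, plated overnight at 30 C and loaded with no-wash calcium dye.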
D1 potentiator: Potentiators of Human D1 Dopamine Receptor: qHTS; HEK293 TREx D1 cells, calcium flux, dopamine EC20 potentiation; potentiation, % at 10 µM; hit rate 0.036% among 360,000; in the data active = potentiation above about 30%; also: 0% is about no effect
D1 antag: Antagonist of Human D 1 Dopamine Receptor: qHTS | HEK293 TREx D1 cells, calcium flux, dopamine EC80; stronger effect = lower value | hit rate 3.2% among 360,000 | D(1A) dopamine receptor (Homo sapiens), P21728 | activity change, negative = inhibition, % at 10 µM; in the data active = activity change below about -30%; also: % is scaled to controls: 0 for no effect and ±100 for the full control effect
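HEK293 T-REx cells expressing inducible, force-coupled D1 receptor; no-wash Ca dye, 30–90 min RT. Cmpd → 180 s read at 1 Hz → EC80 DA → 180 s read.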
D2 potentiator: HTS Assay for Positive Allosteric Modulators of the Human D2 Dopamine Receptor: Primary Screen for Potentiators; hit rate 0.34% among 340,000; potentiation, % at 10 µM; HEK293 T-REx D2, calcium flux, EC20 dopamine potentiation; AID 485347, 2010; D(2) dopamine receptor (Homo sapiens), P14416;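 active = potentiation over 3 SD above the plate norm, cut at about 30% in these data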; also: 0% is about no effect
Target sequence (P14416 whole entry, looked up): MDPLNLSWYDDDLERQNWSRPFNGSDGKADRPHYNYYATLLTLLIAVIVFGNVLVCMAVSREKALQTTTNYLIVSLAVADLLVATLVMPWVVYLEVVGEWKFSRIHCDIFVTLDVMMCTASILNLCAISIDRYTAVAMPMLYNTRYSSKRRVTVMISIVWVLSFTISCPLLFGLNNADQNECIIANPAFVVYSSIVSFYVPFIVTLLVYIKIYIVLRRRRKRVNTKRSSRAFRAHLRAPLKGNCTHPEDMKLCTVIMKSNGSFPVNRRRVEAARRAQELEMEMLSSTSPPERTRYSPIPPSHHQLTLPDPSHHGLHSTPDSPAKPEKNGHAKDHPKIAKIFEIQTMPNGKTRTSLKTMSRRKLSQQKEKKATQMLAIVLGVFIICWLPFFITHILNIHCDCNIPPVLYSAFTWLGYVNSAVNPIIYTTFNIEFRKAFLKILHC
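Tetracycline-induced HEK293 T-REx cells force-coupled to calcium signalling expressed D2; compounds were pin-added after a 10 s baseline, read kinetically 180 s, then an EC20 dopamine challenge followed with a further 180 s calcium read.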
RXFP1 antagonist: qHTS Assay for Antagonists of the Relaxin Receptor RXFP1 | hit rate 0.59% among 350,000 | HEK293-RXFP1, relaxin-stimulated cAMP HTRF, 30 min; stronger effect = lower value | activity change, negative = inhibition, % at 57.5 µM | Relaxin receptor 1 (Homo sapiens), Q9HBX9;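 active = activity change of -60% or lower, but not beyond a set lower limit; inconclusive = change between -60% and -40%, or beyond the set limit; inactive = change above -40%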; also: % is scaled to controls: 0 for no effect and ±100 for the full control effect
D2 antagonist: HTS Assay for Allosteric Antagonists of the Human D2 Dopamine Receptor: Primary Screen for Antagonists. D(2) dopamine receptor (Homo sapiens), P14416. HEK293 TREx D2 cells, calcium flux, dopamine EC80. inhibition, % at 10 µM. hit rate 2% among 340,000; in the data active = inhibition above about 30%; also: 0% is about no effect
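Antagonism is scored as inhibition of an EC80 dopamine-evoked calcium signal in a force-coupled, tetracycline-inducible HEK293 T-REx D2 line, with compound present 180 s before agonist.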
RXFP1 agonist: qHTS Assay for Agonists of the Relaxin Receptor RXFP1; Relaxin receptor 1 (Homo sapiens), Q9HBX9; HEK293T-RXFP1 cAMP TR-FRET, 30 min; response scale: percent of porcine relaxin response, buffer zero; Potency, µM (highest dose often 57.5 µM), inactives show at the top dose activation, actives largely listed as activators; hit rate 0.3% among 370,000; AID 2676, 2010; active = well fitted activation curve with a large enough effect; inconclusive = small, poorly fitted or top-dose-only effect; also: potency is read from the fitted curve at half-maximal effect; % is scaled to controls: 0 for no effect and ±100 for the full control effect; nearly all actives have a fitted effect of over 60% in size; many of its hits are not listed in these tables
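HEK293 cells stably expressing RXFP1, treated 30 min at 37C with compounds plus PDE4 inhibitor Ro 20174; cAMP measured by HTRF TR-FRET. Normalized to buffer and 29 nM porcine relaxin; EC50 by Hill fit.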
D2 ag: HTS Assay for Allosteric Agonists of the Human D2 Dopamine Receptor: Primary Screen for Agonists; D(2) dopamine receptor (Homo sapiens), P14416; HEK293 T-REx D2 cells, calcium flux agonist mode; activation, % at 2 µM; hit rate 0.53% among 340,000; AID 485358, 2010;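 active = activation over 3 SD above normal in the single-dose calcium agonist read, cut at about 30% in these data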; also: 0% is about no effect
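In this primary screen, compounds producing a positive calcium signal within 180 s of addition to tetracycline-induced, force-coupled HEK293 Trex D2 cells are flagged; cells are dye-loaded with a no-wash calcium kit beforehand.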
TRHR PAM: qHTS for Small Molecule Agonists and Allosteric Enhancers of Human TRH Receptor: Primary Screen for Enhancers; Thyrotropin-releasing hormone receptor (Homo sapiens), P34981; TRHR cells, fluo-8 calcium fluorescence, EC20 TRH enhancement; enhancement, % at 2 µM; hit rate 0.66% among 360,000; AID 493056, 2011; in the data active = enhancement above about 30%; also: 0% is about no effect
Target sequence (P34981 whole entry, looked up): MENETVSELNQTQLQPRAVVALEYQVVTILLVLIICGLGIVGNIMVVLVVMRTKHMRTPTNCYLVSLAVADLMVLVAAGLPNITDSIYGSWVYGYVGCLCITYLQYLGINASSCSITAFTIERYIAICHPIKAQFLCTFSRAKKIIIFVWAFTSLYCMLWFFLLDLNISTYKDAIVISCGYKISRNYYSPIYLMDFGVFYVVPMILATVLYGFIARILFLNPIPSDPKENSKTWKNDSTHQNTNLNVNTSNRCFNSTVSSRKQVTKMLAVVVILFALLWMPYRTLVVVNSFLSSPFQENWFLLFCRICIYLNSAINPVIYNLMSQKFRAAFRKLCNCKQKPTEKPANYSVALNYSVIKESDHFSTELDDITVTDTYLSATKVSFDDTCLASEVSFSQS
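Enhancer read-out: after compound pinning and an initial kinetic agonist-mode read, an EC20 of TRH (10 nM final) was injected and fluo-8 calcium signal (Ex 480/Em 530) followed at 1 s/cycle for 100 cycles in TRHR-expressing cells.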
Numbers without * were called inactive; ? = inconclusive; . = no result given. An excerpt; the hit share may differ from the screen's.

SMILES | D1 ag | D1 potentiator | D1 antag | D2 potentiator | RXFP1 antagonist | D2 antagonist | RXFP1 agonist | D2 ag | TRHR PAM
CC1CCCN(C(=O)CN(C)S(=O)(=O)c2cccc3nsnc23)C1 (stereo not drawn) | 0 | -12 | -29 | 13 | 1 | 4 | 2.4% | -0.3 | 24
CN(C(=O)COC(=O)c1ccc([N+](=O)[O-])cc1N)c1ccccc1 | 4 | -4 | 6 | 1 | -4 | -9 | 1.0% | 0.3 | -8
COC(=O)CNC(=O)CN1C(=O)N(c2ccccc2)C(N(O)C(=O)Nc2ccccc2)C1(C)C (stereo not drawn) | 0 | -5 | 16 | 3 | -7 | 24 | -4.6% | -2.5 | 1
Cc1ccc(SCCC(=O)Nc2nccs2)cc1 | 1 | 0 | 1 | 17 | -23 | 5 | 6.5% | -0.6 | 0
COc1cc(/C=C2/SC(=S)N(Cc3ccccc3)C2=O)ccc1OS(C)(=O)=O | 0 | -3 | 0 | 6 | -1 | 6 | 4.6% | 0.3 | 0
COc1ccc(/C=N/N=C/c2ccc(OC)c(OC)c2)cc1OC | 2 | -3 | 10 | . | -15 | . | -0.3% | . | -11
CCn1c2ccccc2c2cc(NC(=O)c3coc(=O)c(Br)c3)ccc21 | 15 | -5 | -32* | -16 | . | 10 | 1.6% | 1.2 | -2
COc1ccc(OC)c(NC(=O)c2cc3c(n(-c4ccc(Cl)cc4)c2=O)CC(C)(C)CC3=O)c1 | 3 | -3 | -21 | -3 | . | . | 2.4% | 0.7 | 6
CCOc1ccc(C(=O)N/N=C(/C)C2C(=O)c3ccccc3C2=O)cc1 | 5 | -4 | -7 | -6 | 9 | 14 | 4.2% | -0.7 | -1
CCN(CC)S(=O)(=O)c1ccc(S(=O)(=O)N2CCCC2C(=O)O)cc1 (stereo not drawn) | 3 | -4 | 25 | -3 | -4 | -22 | 1.4% | 0.1 | 3
Cc1ccc(S(=O)(=O)NCC(=O)OCc2nnc(-c3ccccc3)o2)cc1C | 1 | -4 | . | -6 | -13 | 2 | -0.4% | 0.1 | -4
CCN(Cc1ccccc1)C(=O)Cn1c(=O)n(-c2ccc(C)c(C)c2)c(=O)c2c(C)c(C)sc21 | 3 | 2 | 5 | -17 | 3 | . | 0.5% | -0.3 | -25
COc1ccc(C)cc1NC(=O)C(C)N(c1ccc(C)cc1)S(C)(=O)=O (stereo not drawn) | 1 | 4 | -13 | 7 | 7 | -1 | 5.3% | -0.6 | 9
O=C(NNC(=S)Nc1ccc(Br)cc1)c1ccccc1Br | 10 | 0 | -24 | -5 | -25 | -4 | 3.3% | 0.4 | -1
COc1ccccc1CN1CCN(C(=O)c2ccncc2)CC1 | 0 | 0 | -19 | 5 | 10 | 4 | -0.6% | -0.3 | -6
CC(=O)c1ccc(NC(=O)c2noc3c2CCCCC3)cc1 | 2 | -6 | -15 | 10 | . | -10 | -0.2% | 0.2 | 13
NC(=O)CSc1ccc(-c2ccc(F)cc2)nn1 | -2 | 0 | 11 | 6 | -14 | -3 | -1.0% | 0.0 | -2
Cc1ccc(P(=O)(CSC(=N)N)c2ccc(C)cc2)cc1 | 0 | -4 | -16 | -7 | 1 | -5 | 1.4% | 1.5 | 20
Cc1cccc(OCC(O)CN2CCOCC2)c1 (stereo not drawn) | 3 | -1 | 4 | 3 | 4 | -6 | 0.7% | -0.2 | -3
COc1ccc(/C=N\NC(=O)c2ccc(F)cc2)cc1COc1cc(F)ccc1[N+](=O)[O-] | 8 | 0 | -17 | 4 | -10 | -8 | -4.0% | -0.9 | -16
Cn1c(SCC(=O)N2CCN(c3ccccc3)CC2)nnc1-c1ccco1 | 1 | 0 | 6 | -9 | 6 | 2 | 1.2% | 1.3 | 0
CCn1c(=N)n(CCOc2ccc(OC)cc2)c2ccccc21 | 6 | 2 | 6 | -5 | -2 | -11 | 0.4% | -0.1 | 1
O=C(NCc1ccccc1Cl)c1ccc2c(c1)OCO2 | 2 | -3 | -7 | . | -1 | . | -1.9% | . | 7
CCOC(=O)C1CCN(C(=O)CCNC(=O)Cn2ccc3ccccc3c2=O)CC1 | 1 | 2 | 1 | -8 | 6 | -14 | -1.0% | -0.2 | 1
CCN1C(=O)C(CC(=O)Nc2ccc(F)cc2)N(Cc2cccs2)C1=S (stereo not drawn) | 17 | -7 | -3 | 1 | -36 | 0 | 0.3% | 2.0 | -5
CCC(O)c1nc2ccccc2n1Cc1cccc(Cl)c1 (stereo not drawn) | 0 | 1 | 10 | 16 | -14 | . | -1.4% | . | 3
CCN(CC(=O)Nc1c(Cl)cccc1Cl)C(=O)C1CCN(c2ncnc3sc(C)c(C)c23)CC1 | 1 | 1 | 2 | 13 | -16 | -8 | 5.3% | 1.1 | -3
O=C(c1ccccc1)c1ccc2ccccc2n1 | 1 | 0 | -4 | -4 | 3 | 0 | 2.9% | -1.3 | -2
CCC1Oc2nc(SC)nnc2-c2ccccc2N1C(=O)c1ccccc1 (stereo not drawn) | 0 | -4 | 1 | 0 | -19 | 34* | 5.4% | -0.7 | -7
Cc1ccc(CNC(=O)c2ccc3c(c2)NC(=O)C(CS(=O)(=O)Cc2cccc(F)c2)N3)cc1 (stereo not drawn) | 3 | -3 | 9 | -1 | . | . | ? | 0.3 | 18
CN1CCC(N(C)S(=O)(=O)c2ccc(Cl)cc2)CC1 | 0 | -1 | 21 | 2 | 3 | -13 | -1.7% | -0.5 | 35*
CCCCN1C(=O)c2[nH]nc(-c3ccccc3O)c2C1c1ccc(OCc2ccccc2)cc1 (stereo not drawn) | 1 | 3 | 4 | -1 | -28 | . | -0.6% | -0.3 | 9
NC(=O)CSC1=Nc2ccccc2C2=NC(c3ccccc3)C(=O)N12 (stereo not drawn) | 3 | -12 | 1 | -7 | -18 | 7 | 3.9% | 0.5 | 3
Cc1ccn2c(=O)cc(CSc3nnc(C)s3)nc2c1 | 0 | -6 | -8 | 5 | 10 | . | 22% | 0.1 | -24
CCN1CCCC1CNC(=O)Cn1nc(C)n2c(cc3cc(C)ccc32)c1=O (stereo not drawn) | 0 | 0 | 4 | 6 | 0 | -9 | 5.1% | -0.8 | 0
CC(C)C(=O)Nc1ccnc(-c2cccnc2)n1 | 5 | 2 | -3 | 14 | 11 | -10 | -1.6% | -0.5 | 6
O=C(NC(O)C(=O)c1ccccc1)c1cccs1 (stereo not drawn) | 4 | -2 | -8 | -6 | . | -4 | 2.6% | 1.0 | -7
COc1ccc(C(=O)NC(C)c2nnc(SCc3ccc(Cl)c(Cl)c3)n2C)cc1 (stereo not drawn) | 2 | -1 | -13 | -5 | 12 | . | 0.7% | . | -2
CC(=O)c1ccc(NC(=O)COC(=O)c2nc(Cl)ccc2Cl)cc1 | 4 | -6 | -18 | -1 | 0 | 3 | 4.7% | 1.9 | -3
O=C(CN1CCN(CC(=O)Nc2ccccc2F)CC1)Nc1ccc2c(c1)OCCO2 | 1 | -2 | -18 | 5 | 7 | 15 | -2.1% | -0.6 | 1
CN1CCC(N(C)S(=O)(=O)c2ccc(C(C)(C)C)cc2)CC1 | 4 | -3 | -1 | -18 | 4 | -4 | -1.6% | 0.2 | 15
Nc1nonc1-n1nnc(C(=O)O)c1-c1cccs1 | 0 | 0 | -7 | 7 | -4 | 5 | -0.1% | -2.0 | 4
COc1ccc(/C(N)=N/O)c(OC)c1 | 3 | -2 | 3 | 7 | 2 | 3 | -2.7% | 0.4 | 1
CN(CCC(=O)Nc1ccc(Br)cc1)Cc1ccccc1 | 7 | -3 | -8 | -27 | -6 | 29 | -0.1% | 0.0 | 18
COc1ccc(/C=N/NC(=O)c2ccc3c(c2)OCCO3)c(OC)c1 | 0 | -3 | -9 | -4 | ? | -6 | -1.1% | 0.5 | 4
CCOC(=O)C1=C(CN2CCN(C(=O)c3ccco3)CC2)NC(=O)NC1c1ccc(C)cc1 (stereo not drawn) | -1 | 5 | -12 | 1 | -10 | 37* | -0.2% | 2.0 | -3
CCCCn1c(SCC(=O)N2c3ccccc3Sc3ccccc32)nc2c1c(=O)n(C)c(=O)n2C | 0 | -3 | -14 | 10 | -2 | -13 | 0.3% | 0.3 | 5
CC(=O)c1ccc(-n2nncc2-c2ccc([N+](=O)[O-])cc2)cc1 | 3 | 9 | 1 | 6 | 14 | -3 | -0.4% | -1.7 | -1
O=C(NCCCSc1ccccc1)c1ccc(=O)[nH]c1 | 2 | 0 | 1 | -12 | 3 | -16 | -0.4% | -0.3 | 4
O=C(CCNS(=O)(=O)c1ccc(Br)s1)N1CCCCC1 | 2 | 2 | 0 | -5 | -3 | 29 | 0.6% | 0.6 | -1

Screening results deposited in PubChem BioAssay by National Center for Advancing Translational Sciences (NCATS).
